Screening data (PubChem BioAssay)
ULK1 primary = inhibitors of human ULK1 kinase; O75385; AlphaScreen Atg13 phosphorylation by ULK1, luminescence; inhibition, % at 5.96 µM; 1.9% of 30,000 active; in the data active = inhibition above about 43%;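 also: 0% = median of compound wells and 100% = no enzyme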
Target sequence (O75385 whole entry, looked up): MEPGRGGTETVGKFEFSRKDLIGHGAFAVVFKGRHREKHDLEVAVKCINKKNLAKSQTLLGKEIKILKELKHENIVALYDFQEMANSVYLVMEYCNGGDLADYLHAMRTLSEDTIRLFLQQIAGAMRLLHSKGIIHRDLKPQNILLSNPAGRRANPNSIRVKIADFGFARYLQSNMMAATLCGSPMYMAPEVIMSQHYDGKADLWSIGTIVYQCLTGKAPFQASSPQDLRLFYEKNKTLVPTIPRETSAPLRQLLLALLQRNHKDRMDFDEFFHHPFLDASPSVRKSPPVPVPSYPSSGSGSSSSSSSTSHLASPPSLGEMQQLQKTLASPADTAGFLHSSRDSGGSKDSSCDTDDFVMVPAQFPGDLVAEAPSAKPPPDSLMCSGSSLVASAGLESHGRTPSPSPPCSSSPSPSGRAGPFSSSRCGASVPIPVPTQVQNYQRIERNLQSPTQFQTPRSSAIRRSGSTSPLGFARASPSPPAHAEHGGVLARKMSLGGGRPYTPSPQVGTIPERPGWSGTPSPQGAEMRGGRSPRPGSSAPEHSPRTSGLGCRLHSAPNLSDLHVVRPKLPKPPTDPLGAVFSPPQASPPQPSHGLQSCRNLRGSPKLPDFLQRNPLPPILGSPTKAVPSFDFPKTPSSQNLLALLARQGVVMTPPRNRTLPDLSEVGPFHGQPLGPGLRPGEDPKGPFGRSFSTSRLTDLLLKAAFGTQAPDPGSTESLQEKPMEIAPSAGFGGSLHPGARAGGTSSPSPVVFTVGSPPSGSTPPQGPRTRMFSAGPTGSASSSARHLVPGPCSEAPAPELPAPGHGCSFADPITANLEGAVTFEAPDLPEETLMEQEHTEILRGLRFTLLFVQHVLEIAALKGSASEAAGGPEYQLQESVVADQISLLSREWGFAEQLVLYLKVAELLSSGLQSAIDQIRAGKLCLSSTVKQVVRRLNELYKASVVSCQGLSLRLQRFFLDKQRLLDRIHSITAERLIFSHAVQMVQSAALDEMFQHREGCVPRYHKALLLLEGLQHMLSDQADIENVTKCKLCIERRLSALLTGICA
ASK1 primary = human ASK1 kinase inhibition, primary screen; inhibition, % at 7.44 µM; AID 1159602; Q99683; 0.99% of 22,000 active; AlphaScreen MKK6 phosphorylation by ASK1, luminescence; in the data active = inhibition above about 35%;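 also: 0% = median of compound wells and 100% = no enzyme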
* marks the source's active call; other numbers are inactive results; / = no result given. Rows are unselected (roughly 2.4% active in at least one column).

Structure,ULK1 primary,ASK1 primary
CC(=O)NC1C(OC2=CC3OC(=O)CC(C)=C3C=C2)OC(CO)C(O)C1O (centres undefined),2,/
COc1cc(-c2cn[nH]c2)ccc1NC(=O)C1COc2ccc(C)cc2C1 (centres undefined),0,6
CC(C)N(CCNc1cc(Nc2ccc(-n3ccnc3)cc2)ncn1)C(C)C,6,-2
Cc1cc(C)cc(NC(=O)N2CCc3nc4ccccn4c(=O)c3C2)c1,11,/
COC(=O)C1=C(C)NC2=C(C(=O)CC(c3cccs3)C2)C1c1cccs1 (centres undefined),-3,/
CC(C)N(CCNc1nc(Cl)nc2c1ncn2-c1ccccc1)C(C)C,-7,-9
COc1ccc(-c2nc3ncnc(Nc4ccc(NC(C)=O)cc4)c3[nH]2)cn1,-7,9
COc1cc(Nc2ccc(-n3cc(CC(=O)NC4CCN(Cc5ccccc5)CC4)c4ccccc43)nn2)cc(OC)c1OC,-1,-5
C[n+]1c2cc(N)ccc2cc2ccc(N)cc21,71*,/
COc1cccc(NC(=O)c2cc3cc(OC)ccc3o/c2=N\O)c1,-3,/
COc1cc2nc(NCc3ccc4c(c3)OCO4)nc(NCc3cccc(C(F)(F)F)c3)c2cc1OC,4,0
c1ccc(CNc2cc(N3CCN(Cc4ccc5c(c4)OCO5)CC3)ncn2)cc1,8,-2
Cc1cccc2nc3c(c(=O)n12)CN(C(=O)c1c(F)cccc1F)CC3,13,/
CC(C)N(CCNc1ncnc2nc(N3CCOCC3)[nH]c12)C(C)C,-12,-20
O=C(NCC(O)c1ccc(Br)cc1)c1cc(-c2ccc3[nH]ncc3c2)ccn1 (centres undefined),-42,5
CN(C)c1cccc(Nc2nc3ccc(C(=O)Nc4ccccc4)cc3s2)c1,7,32
CCCNC(=O)c1cnc(N2CCCC(C(=O)N(CC)CC)C2)s1 (centres undefined),8,3
COc1cc(NC(=O)c2cc(NC3CCC(O)CC3)nc3ccccc23)cc(OC)c1OC (centres undefined),-8,-3
CN1CCN(C(=O)c2ccc(-c3ccc(C(N)=O)s3)cc2)CC1,10,-5
CCCNc1cc(C)nc(-c2cccs2)n1,0,-14
COc1ccc(-c2ncc(C(=O)NCc3nc4ccccc4[nH]3)s2)cc1,17,-6
O=C(CN1CCC2(CC1)NC(=O)N(Cc1ccc(Cl)cc1)C2=O)N1CCOCC1,-3,/
CCCN1CCCC[C@H]1C(=O)Nc1c(C)cccc1C,-17,/
c1ccc(-c2nc(Nc3ccc(N4CCOCC4)cc3)c3[nH]cnc3n2)cc1,11,6
CCN(CC)c1cc(-c2cccnc2)nc(C)n1,11,/
O=C(NCc1ccccc1)C1CCN(c2ccc(Nc3cnccn3)nn2)CC1,16,6
CNC(=O)c1ccc(N2C(=S)N(c3ccc(C#N)c(C(F)(F)F)c3)C(=O)C2(C)C)cc1F,-12,/
OCC1CCCN1c1cc(Nc2ccccc2)ncn1 (centres undefined),-10,-13
Nc1nc(N2CCN(Cc3ccc4c(c3)OCO4)CC2)nc2c1ncn2C1CCCCC1,1,14
FC(F)(F)c1ccc(Nc2cc(Nc3ccc4c(c3)OCO4)ncn2)cc1,-12,14
c1ccc(-c2nc(Nc3ccc(N4CCOCC4)cc3)c3ncn(C4CCCCC4)c3n2)cc1,42,14
NC(=O)c1ccc(-c2cc(NCc3nc4ccccc4[nH]3)nc(N)n2)cc1,-7,-24
NC(=O)c1ccc(-c2nc(NCCOc3ccccc3)c3ncn(-c4ccsc4)c3n2)cc1,6,8
COc1ccc(CCNc2nc(NCCCN3CCCC3=O)nc3cc(OC)c(OC)cc23)cc1,5,-6
CS(=O)(=O)c1ccc(N2CCN(c3ccccn3)CC2)cc1,10,/
c1ccc(Nc2ccnc(Nc3ccccc3)n2)cc1,-18,7
COc1cc(Nc2cccc(C(=O)NCCc3ccc(O)cc3)n2)cc(OC)c1OC,-13,8
Cc1ccc(NC(=O)c2sc(/N=C/N(C)C)nc2-c2ccccc2)cc1C,-25,/
CCN(CC)CCNC(=O)c1ccc(Nc2cc(Nc3ccccc3C(=O)NC)c(C(F)(F)F)cn2)c(C)c1,88*,-5
COc1ccc(CCNc2nc(-c3ccc(C(=O)N4CCN(C)CC4)cc3)nc3nc[nH]c23)cc1,3,1
c1ccc(-c2cc(NCCc3ccccn3)ncn2)cc1,5,1
CN(C)c1cccc(Nc2ccc(-n3cc(CC(=O)NCc4ccccc4)c4ccccc43)nn2)c1,13,17
c1cnc2ccc(Nc3cc(NCCN4CCOCC4)ncn3)cc2c1,1,-8
CC(C)n1c(-c2cccc(N)c2)nc2c(NC3CCN(Cc4ccccc4)CC3)ncnc21,-13,3
CCCNc1nc(-c2ccc(OC)nc2)nc2c1ncn2CCN1CCCC1=O,-2,15
CC(C)n1cnc2c(NCc3cccnc3)nc(N3CCN(c4ccccn4)CC3)nc21,12,7
CCCNc1nc(NC2CCC(O)CC2)nc2c1ncn2Cc1ccc(C(F)(F)F)cc1 (centres undefined),-43,1
Cc1ccc(-c2cncc(-c3cc(Nc4ncccn4)nc(C)n3)c2)cc1,6,/
Cc1cc(NCc2ccccc2)nc(N2CCN(Cc3ccc4c(c3)OCO4)CC2)n1,-4,0
COc1ccc2[nH]cc(CCNC(C)=O)c2c1,11,/

Nothing new here: an excerpt of the list.
Structure,ULK1 primary,ASK1 primary
O=C(NCc1ccccc1)C1CCN(c2ccc(Nc3cnccn3)nn2)CC1,16,6
CNC(=O)c1ccc(N2C(=S)N(c3ccc(C#N)c(C(F)(F)F)c3)C(=O)C2(C)C)cc1F,-12,/
OCC1CCCN1c1cc(Nc2ccccc2)ncn1 (centres undefined),-10,-13
Nc1nc(N2CCN(Cc3ccc4c(c3)OCO4)CC2)nc2c1ncn2C1CCCCC1,1,14
FC(F)(F)c1ccc(Nc2cc(Nc3ccc4c(c3)OCO4)ncn2)cc1,-12,14
c1ccc(-c2nc(Nc3ccc(N4CCOCC4)cc3)c3ncn(C4CCCCC4)c3n2)cc1,42,14
NC(=O)c1ccc(-c2cc(NCc3nc4ccccc4[nH]3)nc(N)n2)cc1,-7,-24

Structures from the list above containing a Cl atom, in the order listed:
Structure,ULK1 primary,ASK1 primary
CC(C)N(CCNc1nc(Cl)nc2c1ncn2-c1ccccc1)C(C)C,-7,-9
O=C(CN1CCC2(CC1)NC(=O)N(Cc1ccc(Cl)cc1)C2=O)N1CCOCC1,-3,/

The results go on:
Structure,ULK1 primary,ASK1 primary
O=C1CCCN1CCCNc1nc(N2CCN(Cc3ccc4c(c3)OCO4)CC2)nc2nc[nH]c12,5,-5
O=C(NCc1cn(-c2ccncc2)nn1)C1COc2ccccc2O1 (centres undefined),2,11
O=C(NC1CCN(Cc2ccccc2)CC1)c1cccc(-c2ccc(N3CCOCC3)nc2)n1,-10,-13
O=C(NC1CCN(Cc2ccccc2)CC1)c1cccc(-c2ccccc2)n1,1,8
COc1cc2nc(-c3ccccc3)nc(NCCOc3ccccc3)c2cc1OC,37,7
O=C(Nc1cnc(-c2cn[nH]c2)nc1)C1COc2ccccc2O1 (centres undefined),-4,15
O=C1CC(C(=O)Nc2ccc(-c3cn[nH]c3)cc2)Cc2ccccc21 (centres undefined),-2,1
O=C(NCc1cccc(C(F)(F)F)c1)c1cccc(NCc2cccnc2)n1,-16,-5
Clc1nc(NC2CCCC2)nc(N2CCOCC2)n1,11,/
CC1(C)Cc2c(c(-c3ccccc3)[nH]c(=O)c2C#N)CO1,7,/
O=C(Nc1ccc(F)cc1)N1CCOCC1,3,/
Cc1cc(NCCCN2CCCC2=O)nc(-c2c(C)nn(C)c2C)n1,-1,5
CCOC(=O)c1c(NC(C)=O)sc2c(Cl)c(C#N)ccc12,-7,/
CCCN1CCC2(CC1)NC(=O)N(CC(=O)Nc1ccc(F)cc1F)C2=O,10,/
CC(C)c1ccc(-n2cc(-c3ccc(C(=O)NCCCO)cn3)cn2)cc1,-15,/
Cn1cc(-c2ccnc(NC(=O)Cc3ccc4c(c3)OCO4)c2)cn1,7,-1
Cc1cccc(-c2cc(NCCc3ccccn3)ncn2)c1,5,-3
Cc1cc(Nc2ccc3c(c2)OCO3)nc(NCc2ccc3c(c2)OCO3)n1,-5,34
S=P(N1CC1)(N1CC1)N1CC1,5,/
COc1cc(Nc2nc(N3CCC(N4CCOCC4)CC3)nc3c2ncn3C(C)C)cc(OC)c1OC,0,5
CCCNC(=O)Cc1cn(-c2ccc(NC3CCN(Cc4ccccc4)CC3)nn2)c2ccccc12,-2,-4
CCNc1nc(NC2CCN(Cc3ccccc3)CC2)c2[nH]cnc2n1,3,25
O=S(=O)(c1ccc(N2CCC(c3ccc(Cl)cc3)=N2)cc1)N(CCO)CCO,-33,/
Cc1nn(C)c(C)c1-c1nc(NCc2cccc(C(F)(F)F)c2)c2ncn(CCN3CCCC3=O)c2n1,-12,2
CC(C)n1c(-c2ccc(N3CCN(C)CC3)cc2)nc2c(NCc3cccc(C(F)(F)F)c3)ncnc21,-5,-4
COc1ccc(CCNC(=O)c2ccc3nc(NC4CCC(O)CC4)sc3c2)cc1 (centres undefined),-12,-18
CCN(CC)c1nc(NCCOc2ccccc2)nc(NC2CCC(O)CC2)n1 (centres undefined),-11,3
COc1cc(SC)ccc1C(=O)Nc1nnc(CC(C)C)s1,-6,/
CCc1nnc(-c2cc3ccccc3n2CC(=O)Nc2ccccc2C)o1,2,/
c1ccc(CNc2nc(Nc3ccccn3)nc3nc[nH]c23)cc1,6,3
Cc1ccc(-c2ncn(-c3ccc(Nc4nccc(-c5cc(C#N)cc(N(C)C)c5)n4)cc3)n2)cn1,-18,-37
COc1cccc(CN(C)C(=O)c2cc3ccc(-c4ccncc4)cc3n2CCN(C)C)c1,4,7
O=C(NC1CC1)c1ccc(-c2nc(NCCCN3CCCC3=O)c3ncn(Cc4ccc(C(F)(F)F)cc4)c3n2)cc1,-40,-2
CNc1cc(-c2cnn(C)c2)nc(Nc2ccc(-n3nc(C)nc3C)cc2)n1,0,2
CC(C)n1c(-c2cccs2)nc2c(NCCCN3CCCC3=O)ncnc21,-8,-3
O=C(Cc1cn(-c2ccc(Nc3cnccn3)nn2)c2ccccc12)NCc1cccnc1,14,3
OCC1CCCN1c1nc(NCCOc2ccccc2)c2[nH]cnc2n1 (centres undefined),-23,-5
O=Cc1cc2cc3c(cc2[nH]c1=O)OCO3,3,/
O=C(NCc1cccnc1)c1csc(Nc2ccc3ncccc3c2)n1,8,-3
O=C1CCCN1CCCNc1nc(N2CCc3ccccc3C2)nc2c1ncn2-c1ccsc1,-9,-6
c1ccc2c(c1)OCC(c1nc3ncc(-c4cn[nH]c4)cc3[nH]1)O2 (centres undefined),-3,3
CN1CCN(C(=O)c2ccc(-c3nc(NC4CC4)c4ncn(CCN5CCCC5=O)c4n3)cc2)CC1,2,-18
Fc1ccc(-c2cc(NCCCn3ccnc3)nc(-c3ccncc3)n2)cc1,-34,/
O=S(=O)(O)c1ccccc1O,-3,/
Nc1nc(NCCO)cc(N2CCN(c3ccccn3)CC2)n1,4,-8
CC(C)n1cnc2c(NCCOc3ccccc3)nc(N3CCC(N4CCOCC4)CC3)nc21,9,-2
OCCNc1nc(Nc2ccc(-n3ccnc3)cc2)nc2nc[nH]c12,56*,-60
Cc1ccc(C)c(S(=O)(=O)n2nc(C)c(S(=O)(=O)N3CCCCCC3)c2C)c1,12,/
O=C1CCCN1CCn1cnc2c(NCCOc3ccccc3)nc(NCc3cccnc3)nc21,-9,5
C=CCNc1cc(-c2ccncc2)nc(-c2ccccc2)n1,-18,/

(more compounds)
Structure,ULK1 primary,ASK1 primary
O=C(NCc1cccc(C(F)(F)F)c1)c1ccnc(Nc2nccc3ccccc23)c1,-30,0
O=C(Cc1cn(-c2ccc(Nc3ccccc3)nn2)c2ccccc12)NC1CCN(Cc2ccccc2)CC1,-41,0
O=C1CCCN1CCn1cnc2c(Nc3ccc4c(c3)OCO4)nc(Nc3ccc(-n4ccnc4)cc3)nc21,-5,14
CN1CCN(C(=O)c2ccc(-c3cc(NCc4cccnc4)nc(N)n3)cc2)CC1,22,-12
CC(C)N(CCNc1cc(-c2ccc3[nH]ccc3c2)nc(N)n1)C(C)C,2,1
c1cc(-c2nc(N3CCOCC3)c3ccncc3n2)ccn1,-7,-9
CC(C)n1c(Nc2cccc(N(C)C)c2)nc2c(Nc3ccc(N4CCOCC4)cc3)ncnc21,22,37*
O=C(NCCN1CCOCC1)c1ccc2nc(N3CCC(N4CCOCC4)CC3)sc2c1,3,-14
CC/C(C)=N/Nc1nc2c(c(=O)[nH]c(=O)n2C)n1CCC(C)C,-8,/
CCN(CC)C(=O)C1CCCN(c2cc(NCCc3ccc(OC)cc3)ncn2)C1 (centres undefined),-33,-17
c1ccc(Nc2nc(-c3ccc(N4CCOCC4)nc3)nc3c2ncn3-c2ccsc2)cc1,-17,-2
Cc1ncn(-c2ccc(Nc3cc(-c4cnn(C)c4)c(Cl)cn3)cc2)n1,4,-26
FC(F)(F)c1ccc(Cn2cnc3c(NC4CC4)nc(NCc4cccnc4)nc32)cc1,-16,-4
CC(C)N(CCNc1nc(Nc2ccc(C(F)(F)F)cc2)nc2c1ncn2C(C)C)C(C)C,9,-21
c1ccc(CNc2nc(N3CCc4ccccc4C3)nc3c2ncn3C2CCCCC2)cc1,6,28
CN1CCN(C(=O)c2ccc(-c3nc(N)c4ncn(-c5ccsc5)c4n3)cc2)CC1,-5,5
Cc1cc(N2CCCC2)nc(Nc2ccc(NC(=O)c3c(F)cccc3Cl)cc2)n1,-5,/
Cc1cc(NCCOc2ccccc2)nc(Nc2cccnc2)n1,-15,-7
c1ccc(OCCNc2cc(-c3ccc4[nH]ccc4c3)ncn2)cc1,15,9
